ssDAF-12 act = activates DAF-12 receptor from parasite S. stercoralis | HEK293 ssDAF-12/GRIP1 lit1-tk-luc reporter, luminescence; % of 3 µM dafachronic acid response | hit rate 1% among 370,000 | activation, % at 6.8 µM;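 active = activation above the mean over all tested compounds plus 3 SD, cut at about 0.9% in these data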;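 also: 0% = DMSO-only wells and 100% = 3 µM delta7-dafachronic acid wells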
ADAM10 inh = inhibits human ADAM10; O14672; recombinant ADAM10, EDANS/DABCYL FRET peptide cleavage, 3 h; inhibition, % at 7 µM; hit rate 0.62% among 370,000;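 active = inhibition above a per-campaign cutoff equal to the mean of compounds falling between control-based bounds plus 3 SD, cut at about 20% in these data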;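 also: 0% = DMSO wells while the 100% control is not disclosed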
HGIII-sPLA2 inh = Blocks human group III sPLA2 activity. hit rate 0.56% among 370,000. inhibition, % at 12.2 µM. QFRET BODIPY PC-A2 liposome hydrolysis, fluorescence. Q9NZ20;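 active = inhibition above mean plus 3 SD of compounds lying within the high and low control bounds, cut at about 19% in these data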;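 also: 0% = median of test compound wells and 100% = no enzyme DMSO wells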
DAX1 inh-1 = inhibitors of DAX1 repression of SF-1 activated StAR promoter. inhibition, % at 6.8 µM. HEK293T StAR-luciferase reporter, SF-1/DAX-1 repression relief. hit rate 1.1% among 370,000. AID 652010;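 active = inhibition above the mean over all tested compounds plus 3 SD, cut at about 3.6% in these data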;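 also: 0% = DAX-1 cells with DMSO and 100% = cells lacking DAX-1 with DMSO; higher inhibition means more luminescence from relief of DAX-1 repression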
PLCg1 inh = PLC-gamma1 (human) inhibition, primary screen; hit rate 0.84% among 370,000; purified PLC-gamma1, fluorogenic substrate, fluorescence; inhibition, % at 12.2 µM; in the data active = inhibition above about 9.5%
hcDAF12 agonist = activates DAF-12 receptor from parasite H. contortus; hit rate 1.4% among 370,000; HEK293 hcDAF-12 lit1-tk-luc reporter, luminescence; 0% DMSO, 100% Δ7-dafachronic acid; activation, % at 6.8 µM; AID 652067;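 active = activation above the mean of all tested compounds plus 3 SD, cut at about 5.5% in these data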;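 also: 100% = response to 3 µM Δ7-dafachronic acid high control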
FXN GAA850 act = activators of GAA850 frataxin (FXN) promoter. HEK293 lucGAA850 FXN promoter luciferase reporter, 24 h; percent of 10 µM SAHA response. activation, % at 6 µM. hit rate 0.56% among 360,000. AID 540364;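 active = activation above the average of all compounds screened plus 3 SD, cutoff fixed separately per campaign, cut at about 7.5% in these data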;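 also: 0% = DMSO wells and 100% = 10 µM SAHA wells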
PLC-beta3 inh = blocks human PLC-beta3 enzyme activity; Q01970; Purified PLC-beta3, fluorogenic substrate, fluorescence; inhibition, % at 12.2 µM; hit rate 0.18% among 370,000; AID 720704; in the data active = inhibition above about 11%;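 also: 0% = median of compound wells on plate and 100% = full blocker control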
hgDAF-12 ag = activates the H. glycines DAF-12 receptor ligand-binding domain; activation, % at 6.8 µM; hit rate 1.8% among 370,000; HEK293 GAL4-hgDAF12 UAS-luciferase reporter, agonist luminescence; normalized to butyrate control;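 active = activation above a cutoff set at the mean of all screened compounds plus 3 SD, cut at about 10% in these data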;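 also: 0% = DMSO wells and 100% = sodium butyrate wells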
DAX1 inh-2 = NR0B1 (DAX1) inhibition. inhibition, % at 6.75 µM. hit rate 0.99% among 340,000. AID 504766. HEK293 Gal4-DAX1 luciferase reporter, luminescence;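 active = inhibition above the mean over all tested compounds plus 3 SD, cut at about 4.2% in these data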;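 also: 0% = DAX1-transfected cells with DMSO and 100% = empty-vector control cells with DMSO; inhibition shows as a rise in luminescence from relieved DAX1 repression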
Target sequence (P51843 207-470 limits assumed): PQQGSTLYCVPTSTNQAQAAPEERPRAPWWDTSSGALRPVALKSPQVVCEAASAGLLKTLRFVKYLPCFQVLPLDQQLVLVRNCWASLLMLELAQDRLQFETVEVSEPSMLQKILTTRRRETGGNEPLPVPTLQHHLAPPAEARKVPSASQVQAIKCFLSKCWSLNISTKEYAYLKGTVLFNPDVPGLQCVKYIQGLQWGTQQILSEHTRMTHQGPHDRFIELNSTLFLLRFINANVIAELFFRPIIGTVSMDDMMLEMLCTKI
ADAM17 inh = inhibits human ADAM17 | recombinant ADAM17, EDANS/DABCYL FRET peptide cleavage | inhibition, % at 6.95 µM | hit rate 0.83% among 370,000;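 active = inhibition above the mean of compounds lying between control limits plus 3 SD, set per campaign, cut at about 8.5% in these data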;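 also: 0% = DMSO-only wells as the low control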
Target sequence (P78536 215-824 limits assumed): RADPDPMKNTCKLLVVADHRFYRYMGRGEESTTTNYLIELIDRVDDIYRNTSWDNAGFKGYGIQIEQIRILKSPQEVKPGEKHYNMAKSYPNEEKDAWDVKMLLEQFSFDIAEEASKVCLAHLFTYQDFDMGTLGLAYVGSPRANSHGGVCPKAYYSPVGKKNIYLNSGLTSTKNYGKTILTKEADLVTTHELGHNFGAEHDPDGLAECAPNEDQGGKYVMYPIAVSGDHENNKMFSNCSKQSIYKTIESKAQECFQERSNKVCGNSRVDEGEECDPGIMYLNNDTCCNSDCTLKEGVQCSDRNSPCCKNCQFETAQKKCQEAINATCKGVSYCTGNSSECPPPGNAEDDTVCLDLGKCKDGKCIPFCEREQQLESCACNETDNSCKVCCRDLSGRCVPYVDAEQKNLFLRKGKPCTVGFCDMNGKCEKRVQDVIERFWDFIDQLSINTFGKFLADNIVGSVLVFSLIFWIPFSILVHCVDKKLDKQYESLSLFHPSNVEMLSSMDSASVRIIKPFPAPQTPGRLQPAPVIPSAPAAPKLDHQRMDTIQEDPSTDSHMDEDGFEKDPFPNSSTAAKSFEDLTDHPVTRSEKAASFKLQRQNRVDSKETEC
Numbers without * were called inactive; i = inactive; x = no result given.

No.	SMILES	ssDAF-12 act	ADAM10 inh	HGIII-sPLA2 inh	DAX1 inh-1	PLCg1 inh	hcDAF12 agonist	FXN GAA850 act	PLC-beta3 inh	hgDAF-12 ag	DAX1 inh-2	ADAM17 inh
1	CCSc1nnc(NC(=O)CCn2c(=O)oc3ccccc32)s1	-1.2	3.7	9.5	1.1	4.2	2.4	-0.9	8.3	1.7	0.6	5.8
2	O=C(C1COc2ccccc2O1)N1CCN(c2ccccc2Cl)CC1 (stereo not given)	-0.5	1.2	2.1	-0.5	1.0	-0.6	1.9	-2.2	-0.1	-0.9	-5.1
3	COc1ccc(C(=O)NCCCN2CCOCC2)cc1OC	-0.7	-10.2	6.9	0.2	2.9	0.5	-0.4	2.8	-1.4	-1.4	-1.2
4	CC(C)(C)NC(=O)NC(=O)CN1CCN(c2ccc(O)cc2)CC1	-2.3	1.5	3.4	-3.0	1.3	-3.8	1.1	-9.5	-4.6	-1.5	-1.9
5	COc1ccc(C2=Nn3c(nnc3-c3ccccc3F)SC2)cc1OCC1CC1	-1.7	3.6	-13.9	-1.8	-0.9	-3.1	-2.0	2.2	-1.8	-0.4	-0.5
6	COC(=O)[C@]12C[C@H](CC(=O)NCCCCc3ccccc3)C(=O)N(CCc3ccc(OC)c(OC)c3)C1=C[C@H](COCc1ccccc1)O[C@@H]2C	-1.7	3.9	-11.3	-0.5	1.6	-1.0	x	0.0	-1.8	x	-0.9
7	CCc1noc(C)c1C(=O)N(CCC(C)C)c1c(N)n(Cc2ccccc2)c(=O)[nH]c1=O	0.0	-7.0	-3.1	1.3	-2.5	-0.3	1.5	-4.2	0.0	1.8	-0.9
8	O=C(/C(=C/c1cccc(Cl)c1)c1nc2ccccc2[nH]1)c1ccccc1	-0.1	-14.5	-3.8	-0.8	-13.7	1.4	-0.1	-13.6	4.7	-1.2	-4.9
9	COC(=O)c1cccc(NC(=O)COc2cccc([N+](=O)[O-])c2)c1	-1.0	7.6	2.4	0.0	0.9	-1.3	-0.2	1.9	-0.8	0.3	0.8
10	CCO/C(C)=N/n1c2nc3ccccc3nc2c2c(=O)n(CC(C)C)c(C)nc21	-0.7	-58.0	2.1	-0.9	-5.5	0.9	1.3	-7.0	-1.7	-1.3	-18.4
11	O=C(Nc1cccc(NC(=O)c2ccco2)n1)c1ccco1	-1.1	1.5	5.7	-0.7	-1.0	-1.4	1.2	-5.2	-0.6	0.2	-2.9
12	COc1ccc(OCc2nnc(NC(=O)Nc3ccccc3F)s2)cc1	-1.3	0.4	-6.7	0.0	-0.2	-0.7	-1.6	-6.1	2.5	2.5	-1.5
13	COc1ccc(NC(=O)c2cc(-c3sc(NC(=O)c4ccccc4)nc3C)n(-c3ccc(Br)cc3)n2)cc1	-0.2	-27.4	6.9	-0.7	-15.0	-0.4	x	-15.8	4.3	x	-7.7
14	CC(=O)NC(C)(c1ccccc1)c1nc(-c2cccc(C(F)(F)F)c2)cs1 (stereo not given)	-1.1	5.5	-12.8	-0.9	2.1	-2.0	4.8	0.6	-3.3	x	1.2
15	O=C(NNC(=O)c1cccs1)c1cccc(F)c1	1.3*	1.0	-2.9	0.9	1.8	2.1	3.2	1.0	-2.0	-0.8	0.6
16	C/C(=N/NC(=O)c1ccc2c(c1)OCO2)c1ccc(NC(=O)c2ccc(F)cc2)cc1	-0.9	9.4	0.0	5.8*	2.9	5.7*	6.9	0.3	13.7*	1.6	1.9
17	CC(C)N=C1NN=C(c2ccc(F)cc2)CS1	-0.7	-2.8	0.0	5.9*	0.3	4.7	1.4	-2.1	12.6*	0.6	-1.7
18	CN(CCCN1CCOCC1)Cc1nc(-c2ccccc2)no1	-0.4	5.4	-3.7	-0.1	5.9	0.1	-0.1	1.4	1.2	3.2	1.7
19	COC(=O)C1=C(C)N(Cc2ccccc2C(F)(F)F)C(=NCC2CC2)NC1CCc1ccccc1 (stereo not given)	-0.9	-8.6	-12.5	-1.5	-0.6	-0.9	x	-1.2	-0.5	x	-0.1
20	CCOc1ccc(CCNC(=O)C2CC(C)=CCC2C(=O)O)cc1OCC (stereo not given)	-0.7	4.8	-1.9	-0.2	1.6	0.9	1.2	-1.6	-0.2	-1.4	1.0
21	CSC1=C(C#N)C(C)CC(=O)N1 (stereo not given)	-1.4	-3.5	5.1	-0.1	-3.0	1.1	2.3	0.0	2.6	-0.3	-4.3
22	O=C(Nc1ccn(CCCNCc2ccc3[nH]ccc3c2)c(=O)n1)OCc1ccccc1	-1.1	-1.8	-8.9	1.6	-1.5	1.4	-1.6	1.1	-1.5	-0.2	-3.6
23	Cc1ccnc(NS(=O)(=O)c2ccc(NC(=O)CN3C(=O)c4ccccc4S3(=O)=O)cc2)n1	-1.5	-0.7	8.1	-1.1	-4.4	1.2	3.9	-10.7	-2.1	0.3	-5.9
24	O=[N+]([O-])c1ccc(Cl)c(C[n+]2cccc3ccccc32)c1	1.5*	2.4	-0.5	-0.2	-10.0	-0.2	2.5	-12.3	-1.6	-0.9	0.6
25	CCn1c(-c2ccc[nH]c2=O)nc2ccccc21	-0.6	i	12.2	0.1	-314.8	0.0	0.8	-401.4	-2.1	0.1	-319.6
26	CCOc1ccc(S(=O)(=O)N(CC)CC(=O)NC2CCS(=O)(=O)C2)cc1 (stereo not given)	-1.1	-11.2	1.7	0.9	-10.5	0.0	0.5	-1.5	-0.4	0.4	3.8
27	O=C(Nc1ccccc1[N+](=O)[O-])c1nc[nH]c1C(=O)NCCO	-1.2	-3.6	-2.2	0.2	1.2	-2.8	1.4	4.1	1.4	2.9	0.5
28	CC(C)C[C@H](NC(=O)OC(C)(C)C)C(=O)N1CCC(C(=O)N[C@@H](Cc2ccccc2)C(=O)O)CC1	0.2	-0.1	1.3	-0.5	3.0	-2.3	1.2	3.2	1.7	-0.9	-0.7
29	O=C(CCN1CCN(c2ccccc2F)CC1)Nc1ccc(F)cc1	-0.7	-4.9	-3.8	0.6	-0.1	1.0	-0.9	-4.8	-1.2	2.2	0.1
30	COc1cccc(-n2c(C)nn(CCOc3ccccc3)c2=O)c1	-1.4	4.1	8.1	0.8	-0.1	0.5	0.9	0.5	0.5	-0.3	-6.8
31	CSCCC(NC(=O)c1ccccc1)C(=O)N1CCCCCCC1 (stereo not given)	-0.8	-6.8	-3.6	1.2	3.3	-1.5	1.5	0.7	0.6	0.0	1.4
32	CCN(CC)CCNc1nc(-c2cccs2)c(CC(=O)O)s1	-0.3	-15.5	2.8	-0.2	-3.6	-1.5	1.5	-3.4	-0.8	-0.5	-7.6
33	Nn1c(SCC(=O)NC2CCCCCC2)nnc1-c1ccco1	-0.2	-15.0	6.9	-0.9	2.0	-1.3	0.2	-1.6	-4.0	-1.0	-4.7
34	O=C(CCCn1c(=O)[nH]c2cc(Cl)ccc2c1=O)NC1CCCCCCC1	-1.2	-0.9	1.5	0.7	3.3	-1.1	-0.8	1.9	-0.1	-0.2	-0.2
35	COc1ccc(CCN2C(=O)c3ccccc3C2c2nnnn2-c2ccc3c(c2)OCCO3)cc1OC (stereo not given)	-0.6	5.5	-3.0	3.1	8.2	2.1	x	2.0	1.6	x	1.5
36	COc1ccc(N/C(N)=N/c2nc(C)cc(C)n2)c(OC)c1	-1.6	-0.9	1.3	-0.5	0.3	-1.9	2.0	2.0	-0.5	-0.2	-2.9
37	CN(C)CCN(C)c1cc2c(c3c1ccn3C)C1CCC2O1 (stereo not given)	-1.1	-111.2	-2.0	-1.1	-129.8	-0.8	x	-163.9	-2.1	x	-30.6
38	COc1cc(-c2nnc(SC(C)C(=O)Nc3c(C)n(C)n(-c4ccccc4)c3=O)o2)cc(OC)c1OC (stereo not given)	-1.0	1.2	0.9	-0.6	-0.8	0.7	-0.3	4.8	-0.5	-0.5	-4.0
39	CC(C)NS(=O)(=O)c1ccc(NC(=O)C(C)OC(=O)CCCOc2ccccc2)cc1 (stereo not given)	-1.4	7.1	-36.4	-0.8	3.8	0.0	0.0	-2.9	0.1	-1.4	2.0
40	O=C(c1ccc(-c2cccc([N+](=O)[O-])c2)o1)N1CCN(c2ccc([N+](=O)[O-])cc2)CC1	-0.9	-0.1	10.8	0.8	2.3	0.5	1.6	-5.0	-1.1	1.6	4.2
41	CCCCOC(=O)Nc1cc(OC)c(Cl)cc1OC	-1.4	-0.8	-2.6	0.0	3.9	0.5	0.8	1.5	0.4	0.5	2.8
42	CC(NC(=O)Cc1ccccc1)c1ccccc1 (stereo not given)	-1.4	6.3	1.4	-0.8	1.9	-0.8	0.5	-2.5	2.5	0.3	0.3
43	O=C(Nc1ccc(C(=O)N2CCOCC2)cc1)Nc1cccc(Cl)c1	-0.2	4.4	-9.5	0.4	1.5	-2.2	2.4	-2.5	10.2	0.2	4.3
44	Cc1ccc(NC(=O)CSCC(=O)Nc2cc(Cl)ccc2N2CCOCC2)cc1	-0.6	7.0	-29.8	-0.6	2.3	-1.8	1.6	-12.8	1.6	-1.0	3.8
45	O=C1NN=C2CCCCCC12 (stereo not given)	-1.2	-15.2	9.8	-0.6	4.7	-1.8	1.3	-7.4	1.5	-0.7	-1.9
46	CC(C)(C)C1CCSC2=NCCC[C@]2(c2ccccc2)C1 (stereo not given in full)	-0.8	-8.4	5.7	-1.7	0.7	-2.6	x	1.0	1.9	x	0.3
47	O=C(Cn1nc(-c2ccccc2F)ccc1=O)NCc1ccc2c(c1)OCO2	-1.9	-4.3	-4.8	-0.9	0.3	-0.9	-1.6	-1.6	1.4	0.9	-4.3
